Screens: PubChem, several laboratories
PrPC TRFRET = inhibitors of human cell surface prion protein PrPC | 370,000 compounds, 0.43% hits | AID 720596 | P04156 | TR-FRET read-out | inhibition, % at 13.8 µM; in the data active = inhibition above about 24%; also: 0% = median of the test wells and 100% = reference compound wells
PfHsp40 yeast = compounds rescuing yeast from Plasmodium falciparum HSP40 toxicity | S. cerevisiae expressing PfHsp40, growth rescue, ATP luminescence | growth rescue, % at 12.5 µM | 340,000 compounds, 0.68% hits | AID 504582; in the data active = growth rescue above about 28%, passing the limit was not always enough; inconclusive = no clear call, values can overlap the other calls;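 also: yeast W303a lacking pdr1 and pdr3 grown in galactose medium; growth measured after three days at 30 °C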
3CLpro inhibitor = SARS-CoV 3CLpro protease inhibition. inhibition, % at 6 µM. 290,000 compounds, 0.14% hits. P0C6X7. recombinant SARS-CoV 3CLpro, quenched FRET peptide cleavage; in the data active = inhibition above about 12%
TcdB GH inh = TcdB glycohydrolase inhibition. P18177. TcdB glycohydrolase enzymatic assay, plate reader. inhibition, % at 9.99 µM. 350,000 compounds, 0.24% hits; in the data active = inhibition above about 10%
Anthrax LF inh2 = blocks Bacillus anthracis lethal factor protease; 360,000 compounds, 0.12% hits; multiplex microsphere protease cleavage assay, LF; inhibition, % at 10 µM; AID 588501; also: plate controls were buffer without enzyme for full effect and enzyme alone for no effect
Target sequence (P15917 whole entry, looked up): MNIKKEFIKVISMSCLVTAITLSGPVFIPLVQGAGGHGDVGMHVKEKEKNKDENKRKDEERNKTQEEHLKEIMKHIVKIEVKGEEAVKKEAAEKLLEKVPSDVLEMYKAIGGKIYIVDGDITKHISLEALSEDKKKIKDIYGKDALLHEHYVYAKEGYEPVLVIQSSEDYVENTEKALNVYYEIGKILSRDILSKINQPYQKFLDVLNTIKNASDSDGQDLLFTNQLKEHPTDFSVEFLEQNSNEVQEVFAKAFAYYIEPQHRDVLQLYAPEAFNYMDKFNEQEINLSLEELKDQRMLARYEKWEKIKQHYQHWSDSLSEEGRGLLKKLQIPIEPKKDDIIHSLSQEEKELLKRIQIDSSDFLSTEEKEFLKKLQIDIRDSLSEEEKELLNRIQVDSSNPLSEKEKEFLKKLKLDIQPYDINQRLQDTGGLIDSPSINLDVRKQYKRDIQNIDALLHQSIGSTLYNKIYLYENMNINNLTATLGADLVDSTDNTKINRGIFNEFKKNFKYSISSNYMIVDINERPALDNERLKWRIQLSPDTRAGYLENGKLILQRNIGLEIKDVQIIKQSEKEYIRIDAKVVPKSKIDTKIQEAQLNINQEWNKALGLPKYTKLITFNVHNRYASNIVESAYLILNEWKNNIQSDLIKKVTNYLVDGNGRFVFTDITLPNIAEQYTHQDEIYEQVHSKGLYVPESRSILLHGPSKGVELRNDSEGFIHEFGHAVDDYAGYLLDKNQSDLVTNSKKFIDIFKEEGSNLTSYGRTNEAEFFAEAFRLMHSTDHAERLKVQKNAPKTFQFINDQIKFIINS
BoNT A protease = blocks Botulinum neurotoxin A light chain protease; 360,000 compounds, 0.17% hits; inhibition, % at 10 µM; AID 588499; multiplex microsphere protease substrate cleavage, flow cytometry; also: plate controls were buffer without enzyme for full effect and enzyme alone for no effect
Yp Topo-I inh = inhibitors of Yersinia pestis topoisomerase I; Y. pestis Topo-I cleavage product accumulation, plate reader; activity, % at 10 µM; 360,000 compounds, 0.064% hits; in the data active = activity above about 50%, passing the limit was not always enough; inconclusive = no clear call, values can overlap the other calls; also: inactives centre near 2
BH1578 lux ind = quorum light induction in luxS cqsA deficient V. cholerae; V. cholerae BH1578 lux reporter, luminescence, 6 h; activation, % at 18.7 µM; 350,000 compounds, 0.16% hits; AID 588436; in the data active = activation mostly above about 9.7%, no sharp cut-off; inconclusive = no clear call, values can overlap the other calls; inactive = mostly below about 3.7%; also: not every result past the cut was called active; inactives centre near 0; reference of the scale not given here
PriA SSB inh = blocks PriA binding to SSB C-terminal tail; AlphaScreen SSBct-PriA binding, biotinylated peptide; inhibition, % at 33 µM; 430,000 compounds, 0.6% hits; AID 1272365; in the data active = inhibition mostly above about 37%, no sharp cut-off; inactive = mostly below about 20%;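 also: plate controls were negative control peptide for no effect and reference peptide for full effect; strong numbers were not always called active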
The depositor's hits bear a star; i = inactive; ? = inconclusive; · = no result given; & = joins results of further samples. Rule as the data show it, unless noted: active = inhibition above about 30%; inconclusive = no clear call, values can overlap the other calls; inactive = below that. Only part of the results is shown, so the mix of outcomes need not match the whole.

mol,PrPC TRFRET,PfHsp40 yeast,3CLpro inhibitor,TcdB GH inh,Anthrax LF inh2,BoNT A protease,Yp Topo-I inh,BH1578 lux ind,PriA SSB inh
O=C(O)C(Cc1ccccc1N(CCO)CCO)N1C(=O)c2ccccc2C1=O (stereo not drawn),5,0.2,·,2.3,-6,-0.6,4,-4.3,-7
CC(=O)Nc1ccc(NC(=O)CSc2nnc(C3CC3)n2C)cc1,-1,-0.3,-1,·,0,0.1,3,-6.2,-7
Cc1c(C#N)c(N)nc2c3c(sc12)NC(=O)CC3c1ccc(F)cc1 (stereo not drawn),-6,0.1,4,·,-9,-0.1,-6,0.1,-12
COC(=O)COc1ccc(S(=O)(=O)NCCC2=CCCCC2)cc1C,3,0.1,1,1.7,-1,-7.0,2,-0.2,5
Cn1cccc1/C=C1/SC(=S)N(CC(=O)O)C1=O,-24,-0.2,2,-0.5,-5,-0.9,9,-0.2,-7
Cc1nn(CC(=O)N(C)C2(C#N)CCCCC2)c(C)c1[N+](=O)[O-],-3,-0.6,·,0.6,·,·,1,i,-5
CCOC(=O)CN1CC23C=CC(O2)C(C(=O)NCc2ccc(F)cc2)C3C1=O (stereo not drawn),0,-1.1,4,0.3,-2,0.1,1,-1.4,-7
O=C(Cn1[nH]c(=O)c2ccccc2c1=O)Nc1cccc(S(=O)(=O)N2CCCCCC2)c1,6,2.0,0,1.0,-6,-0.6,27,i,7
CC(=O)OC1c2ccccc2C(=O)N1Cc1ccccc1 (stereo not drawn),9,-0.6,-8,0.3,-4,-0.9,1,0.3,-7
COc1ccccc1NS(=O)(=O)c1ccc(O)c(C(=O)OCc2cccc([N+](=O)[O-])c2)c1,-15,0.5,0,-1.0,-1,-0.5,12,i,-1
CCOc1ccccc1NC(=O)C(=O)NCC1CCCN1CC (stereo not drawn),4,0.9,-2,·,2,-0.8,4,-3.2,-5
O=C(O)/C=C/C(=O)NNc1ncnc2ccccc12,3,0.0,-1,-0.6,1,1.7,13,-0.4,-7
CCOc1ccc(NC(=O)c2cc(S(=O)(=O)N3CCOCC3)cs2)cc1,2,-1.0,-8,2.2,-2,-0.9,0,i,4
Cn1c(COc2cccc3cccnc23)nnc1SCC(=O)O,0,-0.3,-7,0.5,-1,0.5,0,i,-6&0
CCOc1ccc(N(CC)S(=O)(=O)c2ccc3c(c2)n(C)c(=O)c(=O)n3C)cc1,-1,0.7,5,1.3,4,0.2,-6,-0.2,104
O=C(NNc1ccccc1Br)C(O)(c1cccc(C(F)(F)F)c1)c1cccc(C(F)(F)F)c1,30*,-0.4,4,·,1,0.2,-13,i,-8
COc1ccc(C(=O)Nc2sc3c(c2C(=O)O)CC(C)(C)OC3)cc1,10,7.8,-1,·,-1,0.3,1,3.5,-1
COc1ccc(OC)c(NC(=O)CSc2nnnn2-c2ccccc2F)c1,4,-0.3,-2,·,·,·,-4,-3.4,-17
COc1cccc(/C=C/C(=O)OCC(=O)N2CCN(c3ccccc3)CC2)c1,5,3.3,·,0.3,·,·,18,i,1
O=C(Nc1ccccc1C(=O)OCC(=O)c1c[nH]c2ccccc12)c1ccco1,2,-0.3,2,·,-2,1.2,2,i,-9
O=C(NCc1ccc(Cl)cc1Cl)C1CCN(S(=O)(=O)c2ccc3c(c2)OCCCO3)CC1,6,4.3,6,-0.3,-3,-1.1,13,-3.4,-9
O=C(/C=C/c1cccc(F)c1)N1CCN(c2ncccn2)CC1,-6,0.1,5,3.5,-3,-0.7,7,4.2,4
CCOC(=O)N1CCN(C(=O)CNC(=O)Cn2cnc3ccccc3c2=O)CC1,-3,-0.7,-5,1.0,1,-0.7,-8,-0.3,-7
Cc1c(Cl)ccc(S(=O)(=O)N2CCN=C2c2ccccc2)c1Cl,4,-0.7,1,·,0,-0.7,-4,3.4,-16
CC1(C(=O)Nc2ccc(Cl)cc2)Cc2c(-c3ccc(C(N)=O)cc3)ccnc2O1 (stereo not drawn),-7,·,·,0.6,-1,0.1,-3,i,·
CCOCCCNCC(=O)N1CCN(S(=O)(=O)c2ccc(C)cc2)CC1,0,0.0,-2,·,0,0.9,0,-0.5,8
O=C(NCCCN1CCCC1=O)c1ccccc1OCc1ccc(Cl)cc1Cl,-6,0.9,·,1.9,-1,-0.5,30,1.2,-9
O=S(=O)(NCC1CN(S(=O)(=O)c2ccc3c(c2)OCCO3)C1)c1c(F)cccc1F,-4,-0.7,·,0.6,-1,-0.1,8,-1.0,11
CCC(C)Sc1ccc([C@H]2N[C@@](CC(C)C)(C(=O)OC)[C@H]3C(=O)N(CC)C(=O)[C@@H]23)cc1 (stereo partly drawn),3,5.5,·,1.4,2,-0.1,27,i,-4
CCCn1c(C(Cc2ccccc2)NC(=O)COC)nc2ccccc21 (stereo not drawn),0,0.3,-1,0.6,-6,-0.1,3,-1.6,2

Two entries drawn at random from the list so far:
mol,PrPC TRFRET,PfHsp40 yeast,3CLpro inhibitor,TcdB GH inh,Anthrax LF inh2,BoNT A protease,Yp Topo-I inh,BH1578 lux ind,PriA SSB inh
CCCn1c(C(Cc2ccccc2)NC(=O)COC)nc2ccccc21 (stereo not drawn),0,0.3,-1,0.6,-6,-0.1,3,-1.6,2
Cn1cccc1/C=C1/SC(=S)N(CC(=O)O)C1=O,-24,-0.2,2,-0.5,-5,-0.9,9,-0.2,-7

Continued:
mol,PrPC TRFRET,PfHsp40 yeast,3CLpro inhibitor,TcdB GH inh,Anthrax LF inh2,BoNT A protease,Yp Topo-I inh,BH1578 lux ind,PriA SSB inh
COc1ccc(N(C)C(=O)c2ccc3c(Cl)c4c(nc3c2)CCCC4)c(OC)c1,-4,4.4,2,2.3,-1,0.8,12,-0.4,2
CC(C)(C)c1ccc(C(=O)NC(=S)Nc2ccc(N3CCOCC3)cc2)cc1,1,-1.2,-5,·,0,-0.3,-3,-0.3,-3
COc1ccc(S(=O)(=O)N(C)CC(=O)Nc2ccccc2OC)cc1C,3,-0.5,2,·,2,-0.3,-8,i,-12
Cn1nc(-c2ccc(C(=O)Nc3cccc(Cl)c3)cc2)c2ccccc2c1=O,-7,-0.1,-1,·,-21,?,6,0.1,-4
O=C(Nc1ccc(N2CCOCC2)cc1)C1(c2ccc(Cl)cc2)CCC1,5,-1.2,3,1.4,-1,0.5,9,-0.4,8
O=C(NCCCn1ccnc1)/C(=C\c1cccs1)NC(=O)c1ccco1,-7,-0.5,2,0.5,1,1.0,5,i,13
CC(N=Cc1c(O)n(C2CC2)c(=S)[nH]c1=O)c1ccccc1 (stereo not drawn),0,0.3,-3,2.2,1,-0.3,5,-0.9,-3
O=C1c2oc3ccccc3c(=O)c2C(c2cccs2)N1CCCN1CCOCC1 (stereo not drawn),-4,-2.8,-4,·,-2,-0.1,0,-0.7,0
COCC(=O)N1CCN(c2ccc([N+](=O)[O-])cc2)CC1,-28,-1.0,5,·,0,0.4,1,i,-8
CCc1ccc(NC(=O)N(CCCN2CCOCC2)Cc2cccs2)cc1,-11,-0.2,2,1.0,0,0.0,8,-0.2,-4
NNC(=O)CCN1CCCCC1,10,0.0,5,0.8,4,0.1,0,0.5,3
CNC(=O)C[C@H]1C(=O)N(c2ccc(OC)cc2)C[C@@H]1Cc1ccccc1,4,·,·,0.1,-13,0.1,-4,-0.5,·
CN(C(=O)CSc1ccccc1C(=O)O)C1CCCCC1,9,0.3,-5,·,2,0.2,3,i,-4
CCc1nn(CC(=O)N2CCN(Cc3ccc4c(c3)OCO4)CC2)c(=O)c2cc3occc3n12,0,0.1,2,·,-5,0.8,7,i,14
COc1ccc(-n2nnnc2SCC(=O)NC(=O)Nc2ccc3c(c2)OCCO3)cc1,0,0.1,5,·,-2,-0.4,27,i,-4
Cc1cc(C)n(C(C)n2nc(C)cc2C)n1,4,-1.3,5,·,-4,-1.1,4,-0.4,-11
CCOC(=O)CSc1nc(-c2ccccc2)cc(C(F)(F)F)n1,-2,1.6,0,·,3,0.5,18,-3.0,-32
O=C1NC(=O)C2(CCN(S(=O)(=O)c3ccccc3)CC2)C(=O)N1,-6,0.7,·,0.7,3,0.5,7,-1.0,-5
CC1(C)CC(=O)/C(=C(/O)CCCN2C(=O)c3ccccc3C2=O)C(=NC(C)(C)C)C1,-4,1.4,3,1.2,7,-0.1,0,i,·
CCOC(=O)C1=CC[C@@H](c2cc(OC)c(OC)c(OC)c2)N(S(=O)(=O)c2ccc(C)cc2)[C@H]1C(=O)OCC,5,1.3,·,0.4,-8,0.2,22,14,-4
CCCCn1c(N)c(N(CC(C)C)C(=O)c2cc(Br)c(Br)s2)c(=O)[nH]c1=O,-3,0.6,·,1.4,-3,-0.8,0,i,2
COc1ccc(C2C(=O)N(C3CCCCC3)CC(=O)N2CC2COc3ccccc3O2)cc1 (stereo not drawn),-3,0.1,2,·,-2,4.8,3,-0.2,-4
CC1(C)Cc2cccc(OC(=O)NCCc3ccc(F)cc3)c2O1,5,·,·,1.5,3,-0.1,·,·,·
COc1ccccc1-c1nc(SCC(=O)NCc2ccco2)c2c(=O)n(C)c(=O)n(C)c2n1,1,0.4,1,-0.3,3,2.6,2,0.0,-16
CCOC(=O)c1nn(C)c(C)c1Cl,5,-0.9,3,0.6,-1,0.2,-6,-0.7,1
Cn1c(SCC(=O)N2CCOCC2)nnc1-c1ccncc1,-2,-1.2,2,1.0,-1,-4.4,3,-4.0,-5
O=C(NCc1ccc(F)cc1)c1ccccc1OCc1ccccc1,6,0.3,4,2.1,-2,-0.3,50,-0.4,-18
CCOC(=O)N1CCN(S(=O)(=O)Cc2ccccc2)CC1,1,0.3,-2,·,5,0.9,-4,-0.5,-6
CC(=O)Nc1ccc(SCC(=O)N2CCN(S(=O)(=O)c3ccccc3)CC2)cc1,-2,0.0,0,1.1,-1,-0.4,6,-0.4,-3
CS(=O)(=O)N1CCC(C(=O)Nc2ccc(C(N)=O)cc2)CC1,-3,-1.0,-5,-0.2,0,-2.1,0,0.8,-4

Single entries from above.
CS(=O)(=O)N1CCC(C(=O)Nc2ccc(C(N)=O)cc2)CC1 in TcdB GH inh is entered as -0.2
CCc1ccc(NC(=O)N(CCCN2CCOCC2)Cc2cccs2)cc1 in Yp Topo-I inh is entered as 8

(next part)
mol,PrPC TRFRET,PfHsp40 yeast,3CLpro inhibitor,TcdB GH inh,Anthrax LF inh2,BoNT A protease,Yp Topo-I inh,BH1578 lux ind,PriA SSB inh
CCOc1ccc(/C=C2\SC(=S)N(NS(=O)(=O)c3ccc(C)cc3)C2=O)cc1OC,1,13,4,0.9,-8,-0.4,15,i,9
c1ccc2c(c1)nc(N1CCCCC1)c1ccccc12,8,1.8,-6,1.0,-10,3.6,7,4.3,-73
CC1CCN(C(=O)c2[nH]cnc2C(=O)N[C@H](C)c2ccccc2)CC1,7,-1.3,·,1.3,-1,0.5,-1,4.4,-14
O=C(COc1coc(CN2CCN(c3ccccc3F)CC2)cc1=O)N1CCc2ccccc21,1,-1.1,·,1.8,-3,1.2,7,-0.4,-7&4&-11
O=C(COc1ccc([N+](=O)[O-])cc1)Nc1cccc(C(=O)Nc2ccccc2C(=O)O)c1,-8,0.2,-3,-1.3,3,1.9,6,i,-8
CCN(CC)c1ccc(NC(=O)CSc2nc(C3CC3)nc3ccccc23)cc1C,2,0.8,-4,0.7,6,2.7,2,0.1,-2
CC(=O)Nc1ccc(NC(=O)CSc2ncnn2-c2ccccc2)cc1,7,0.8,-8,·,4,0.1,4,i,-10
COc1ccc(CCn2c(=S)[nH]c3cc(C(=O)N4CCOCC4)ccc3c2=O)cc1OC,7,1.0,3,2.7,-1,0.4,20,-0.2,-2
CC(=O)Nc1ccc(CCNC(=O)c2ccc3ccccc3c2O)cc1,-4,0.3,·,-0.5,-2,1.1,-4,i,-17
CC[C@@]1(C(=O)OC)N[C@H](CN(C)C(=O)Nc2ccc(Cl)cc2)[C@@H]2C(=O)N(C)C(=O)[C@@H]21,-4,0.1,·,0.9,-2,0.0,1,-6.2,2
O=C(OCC#CCSc1nnc(-c2ccncc2)o1)c1cccs1,3,0.1,-4,·,1,1.6,8,-1.0,-7
